HTRA1 inhibitor: inhibitors of human serine peptidase HTRA1; Q92743; recombinant HTRA1, FP-rhodamine activity-based probe, fluorescence polarization; inhibition, % at 5.96 µM; 0.5% of 340,000 active; AID 504803; in the data active = inhibition above about 36%;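 also: 0% = enzyme with DMSO and 100% = wells lacking enzyme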
Target sequence (Q92743 whole entry, looked up): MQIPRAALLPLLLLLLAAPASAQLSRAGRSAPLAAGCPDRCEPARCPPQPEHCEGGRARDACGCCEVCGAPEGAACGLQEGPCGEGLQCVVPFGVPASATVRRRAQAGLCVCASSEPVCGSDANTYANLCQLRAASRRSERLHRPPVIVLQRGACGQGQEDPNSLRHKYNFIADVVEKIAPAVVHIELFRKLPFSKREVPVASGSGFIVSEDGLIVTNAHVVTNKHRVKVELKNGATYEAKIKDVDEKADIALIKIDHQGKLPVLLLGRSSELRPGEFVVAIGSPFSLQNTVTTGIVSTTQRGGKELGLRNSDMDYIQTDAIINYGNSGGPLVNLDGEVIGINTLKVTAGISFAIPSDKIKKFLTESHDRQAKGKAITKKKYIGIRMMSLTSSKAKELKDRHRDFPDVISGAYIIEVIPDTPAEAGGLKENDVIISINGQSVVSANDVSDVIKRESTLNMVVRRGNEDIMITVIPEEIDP
LEDGF integ inh: blocks HIV-1 LEDGF/p75-dependent DNA integration; TR-FRET IN-LEDGF/p75 DNA integration, Eu/Cy5; 0.64% of 370,000 active; AID 743269; inhibition, % at 3.7 µM;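 active = inhibition above the screen-wide mean plus 3 SD, cut at about 13% in these data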;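 also: signal is the Cy5 over europium emission ratio at 671 and 618 nm; 0% = plate median of compound wells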
PG9 Ab binder: PG9 antibody binding by small molecule | TR-FRET gp120-PG9 antibody binding | inhibition, % at 6.7 µM | 0.43% of 360,000 active | AID 624416; in the data active = inhibition above about 8.5%
DDE Tn7 FP inh: disrupts Tn7 cyclic peptide binding to fibrin D-Dimer-E complex; FP displacement of FITC-Tn7 peptide from fibrin DD(E); 0% = median of compound wells per plate; inhibition, % at 8.3 µM; 0.13% of 370,000 active; P02675;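 active = inhibition above the mean of compounds falling within the control limits plus 3 SD of them, cut at about 14% in these data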;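 also: 0% = plate median of compound wells and 100% = 10 µM Aha-Tn7 peptide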
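Test system – human fibrin DD(E) · Times – 10 min preincubation, 3 h with tracer, room temperature · Detection – fluorescence polarization of the labelled Tn7 tracer · Measure – percent inhibition normalized to high-control wells · Benchmarks – high control wells with 10 µM unlabelled Aha-Tn7 peptide (full inhibition) · Repeats – singlicate testing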
UHRF1 binding: human UHRF1 methylated DNA binding inhibitors. inhibition, % at 4.4 µM. AID 687016. UHRF1 binding to methylated oligo, TR-FRET. Q96T88. 0.75% of 370,000 active; in the data active = inhibition above about 21%;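 also: UHRF1 SRA domain binding a hemimethylated CpG hairpin DNA probe; 0% = median of test compound wells and 100% = reference inhibitor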
SIAE primary: inhibitors of human sialic acid acetylesterase SIAE; inhibition, % at 9.66 µM; Q9HAT2; 0.69% of 370,000 active; SIAE FP-Rh probe binding, fluorescence polarization;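 active = inhibition above a cutoff: mean of compounds within the control limits plus 3 SD of those, cut at about 17% in these data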;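 also: 0% = plate median of compound wells and 100% = probe without SIAE protein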
TDP2 inh: blocks human TDP2 phosphodiesterase activity; O95551; recombinant TDP2, T5PNP hydrolysis, p-nitrophenol absorbance 415 nm; inhibition, % at 12.8 µM; 0.34% of 370,000 active;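 active = inhibition above the mean of all tested compounds plus 3 SD, set per campaign, cut at about 25% in these data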;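 also: 0% = DMSO with enzyme and 100% = buffer with substrate but no TDP2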
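test system = human TDP2 enzyme | input = TDP2 enzyme at 120 nM final | medium = 50 mM Tris-HCl pH 7.5 with Mg2+, KCl, DTT, BSA | also added = T5PNP substrate, 5 mM | times = 2 h at 37 °C | technique = epi absorbance | benchmarks = high control without enzyme, low control DMSO plus TDP2 | replication = each compound tested once, singlicate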
PRMT1 inh: inhibitors of human PRMT1 | Q99873 | inhibition, % at 2.79 µM | recombinant PRMT1, activity-based probe fluorescence polarization | 1.3% of 370,000 active;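 active = inhibition above about 21% made by adding two undisclosed values, limit read from the data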
TCR CD3 inh: human TCR-CD3 binding inhibition | 0.37% of 360,000 active | inhibition, % at 9.4 µM | AID 651800 | TAMRA-labeled TCR probe fluorescence, biochemical; in the data active = inhibition above about 19%;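 also: recombinant mutant TCR 2C K166C tagged with TAMRA read by polarization; 0% = receptor in buffer alone and 100% = receptor with positive control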
ABHD4 inh: inhibitors of mouse ABHD4. Q8VD66. purified mABHD4, FP-Rh probe fluorescence polarization. inhibition, % at 8.92 µM. 0.54% of 370,000 active. AID 720543;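 active = inhibition exceeding the mean over every tested compound plus 3 SD, cut at about 30% in these data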;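 also: 0% = plate median of compound wells and 100% = S159A mutant with DMSO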
Target sequence (Q8VD66 whole entry, looked up): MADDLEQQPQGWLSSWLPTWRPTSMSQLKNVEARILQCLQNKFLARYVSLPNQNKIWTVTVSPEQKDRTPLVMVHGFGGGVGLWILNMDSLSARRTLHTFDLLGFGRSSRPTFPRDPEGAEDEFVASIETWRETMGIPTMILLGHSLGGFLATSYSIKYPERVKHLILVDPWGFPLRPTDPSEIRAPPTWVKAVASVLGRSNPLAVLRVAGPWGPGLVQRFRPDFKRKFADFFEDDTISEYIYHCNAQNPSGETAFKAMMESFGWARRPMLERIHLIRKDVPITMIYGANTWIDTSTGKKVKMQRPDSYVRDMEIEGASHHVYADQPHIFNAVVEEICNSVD
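Assay system: mouse ABHD4 enzyme, wild type / Also added: fluorescent activity-based probe FP-Rh / Doses: single nominal dose of 8.92 µM, 0.89% DMSO final / Timing: 45 min compound pre-incubation plus 60 min probe step, 25 °C / Signal: FP readout, ex 525 nm / em 598 nm / Control set: S159A mutant/DMSO as 100%, compound-well median as 0%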
* marks the source's active call; other numbers are inactive results; · = no result given. Outcome played no part in choosing rows (roughly 4.2% active in at least one column).

SMILES	HTRA1 inhibitor	LEDGF integ inh	PG9 Ab binder	DDE Tn7 FP inh	UHRF1 binding	SIAE primary	TDP2 inh	PRMT1 inh	TCR CD3 inh	ABHD4 inh
O=C(COC(=O)c1cc(S(=O)(=O)N2CCOCC2)ccc1Cl)Nc1ccc2c(c1)OCO2	1.6	-2.0	0.5	-2.4	4.9	-3.6	-7.0	1.4	-3.9	6.7
O=C(Cc1ccccc1)NC(=S)Nc1ccc2oc(-c3ccccc3F)nc2c1	3.3	4.6	-0.8	-2.9	0.1	3.6	7.5	-1.5	-5.6	5.4
O=C(Nc1cc(S(=O)(=O)N2CCOCC2)ccc1N1CCCC1)c1cc2c(s1)CCCC2	·	7.3	·	2.7	-1.9	-1.4	-9.0	-4.4	·	-3.4
CCOC(=O)c1c(NC(=O)c2cccc([N+](=O)[O-])c2C(=O)O)sc2c1CCCC2	-2.5	4.9	-2.4	0.9	0.7	3.5	-8.5	-3.7	-0.5	-1.6
Cc1nnc2sc(SCC(=O)Nc3nccs3)nn2c1=O	-4.0	-2.5	-0.3	5.5	3.4	12.1	2.9	9.5	3.5	7.1
C[C@@H]1CCCCO[C@@H](CN(C)CC2CCCCC2)[C@@H](C)CN([C@H](C)CO)C(=O)c2cc(NS(=O)(=O)c3ccc(Cl)cc3)ccc2O1	-27.5	-1.0	-1.6	5.2	-1.5	2.9	-3.6	1.7	-7.9	18.6
O=C(CSc1nc2ccccc2n1-c1ccccc1)NCC1CCCO1 (centres undefined)	-10.1	-0.3	-1.5	-8.1	-0.4	-7.5	-6.8	0.1	-2.8	0.2
CC(C)=CC(=O)OCC(=O)NC1CCCc2ccccc21 (centres undefined)	0.2	-0.1	0.0	6.0	0.4	0.9	1.8	2.5	-2.5	3.4
NS(=O)(=O)c1ccc(NC(=S)Nc2cc(Cl)c(Cl)cc2Cl)cc1	6.2	1.8	-0.9	1.5	1.6	5.5	-0.4	2.2	-2.9	-3.2
O=c1ccc(-c2nc3cc(Cl)ccc3n2Cc2ccccc2)c[nH]1	-3.5	2.0	-2.6	-4.7	-1.8	16.3	7.1	-0.4	4.0	-6.4
Cn1c(SCC(=O)Nc2ccc3c(c2)OCCO3)nnc1C1CC1	-10.6	-0.5	-2.8	-3.3	0.5	-4.9	5.9	-1.4	-1.2	0.6
CC12CCC(O)CC1=CCC1C2CCC2(C)C3=NN=CC3CC12 (centres undefined)	-13.7	-0.6	1.8	-1.6	1.7	4.7	-12.5	5.2	-1.2	9.2
Cc1cccc(CS(=O)(=O)Cc2ccc(C(=O)NCc3cccnc3)o2)c1	7.4	0.0	-1.1	-2.7	-0.6	0.2	0.7	-0.1	-5.1	2.7
Cc1ccc(NC(=O)C(=O)c2cn(CC(=O)N3CCCCC3)c3ccccc23)cc1	-31.6	0.7	2.5	7.2	-3.0	-15.1	5.9	-3.1	11.4	2.8
Cc1onc(-c2ccccc2)c1C(=O)NCCc1ccc(S(N)(=O)=O)cc1	0.7	0.0	-1.7	0.6	-0.1	-1.5	-6.1	-4.6	5.9	-1.5
O=C(NCCSc1ncc(-c2ccc(F)cc2)[nH]1)c1ccco1	-1.8	-1.2	-0.7	3.4	-1.4	0.5	15.0	1.3	7.5	-1.2
O=C(CCCCCn1c(=O)[nH]c2ccccc2c1=O)NC1CCCC1	·	2.7	1.0	-2.0	-1.7	5.9	-0.6	-1.1	-5.8	0.2
COC[C@H]1CCCN1c1ccc2c(c1)O[C@H](COCc1ccccc1)CN([C@@H](C)c1ccccc1)S2(=O)=O	·	-3.2	-0.5	-15.9	-0.8	-6.9	-6.1	-0.1	5.5	1.3
CC(NC(=O)c1cccc(S(=O)(=O)N2CCCCCC2)c1)c1ccccc1 (centres undefined)	-6.9	0.9	-0.8	-3.6	-1.8	-7.5	5.1	1.6	-2.7	-1.2
Cc1cc(NC(=O)c2ccccc2)nc2c1c(=O)oc1ccccc12	-11.2	-0.3	-1.9	-3.6	-3.8	11.9	6.7	-3.4	1.6	-2.8
Cc1ccc(NC(=O)CN2CCN(c3ccccn3)CC2)c(Cl)c1	-8.3	-6.5	-0.1	3.6	4.0	-4.9	-17.1	-4.9	-8.2	-3.5
COCCNC(=O)c1ccccc1NC(=O)COc1ccccc1	2.1	2.3	-0.1	-2.3	-0.6	0.8	7.6	0.0	1.6	2.3
O=C(Nc1ccccc1Oc1ccccc1)[C@@H]1O[C@H](CO)[C@H](O)[C@H](O)[C@H]1O	·	8.2	0.7	0.4	4.8	-5.4	-12.3	-3.1	-3.0	-10.2
CCOC(=O)C(=O)Nc1cccc(C(=O)OCC)c1	6.0	0.5	0.8	1.3	3.5	-1.2	8.9	0.2	-0.8	2.5
Cc1ccc(C2OC(=O)c3ccccc32)cc1 (centres undefined)	3.8	3.5	1.4	-8.3	9.6	-2.8	-22.4	-2.3	-4.0	-1.3
CN(C1CCS(=O)(=O)C1)S(=O)(=O)c1cccs1 (centres undefined)	-4.2	-1.9	0.7	7.9	-0.7	-5.4	-2.6	3.0	-2.0	-7.9
CCN(CC)C(=O)Oc1cc(=O)n2c3c(cccc13)CCC2	-0.3	2.0	-0.7	-3.4	-0.3	6.5	10.9	1.0	2.2	5.3
CCOC(=O)Nc1ccc2c(c1)OCO2	7.7	2.4	-1.9	-3.4	0.8	7.3	-2.1	0.1	-0.9	-1.4
CN/C(=C/[N+](=O)[O-])NCCSCc1csc(CN(C)C)n1	2.3	-1.9	-0.6	-1.6	1.6	4.1	-10.2	2.9	-6.3	6.1
COC(=O)C1=C(C)OC(N)=C(C#N)C1c1ccccc1F (centres undefined)	-0.8	-0.6	-2.1	1.8	-1.8	0.9	11.3	1.8	5.1	-2.1
Cc1ccc(S(=O)(=O)N2CCN(C(=O)CC(C)n3nc(C)c(Cl)c3C)CC2)cc1C (centres undefined)	-2.4	2.2	-1.5	-1.5	-2.1	-2.9	8.8	-4.7	-0.5	4.9
O=C(O)c1ccc(-n2c(-c3cc(C4CC4)[nH]n3)n[nH]c2=S)cc1	7.5	-2.2	-1.5	4.5	-0.6	11.3	-9.3	0.8	4.5	6.4
C=CCC[C@@H](Cc1ccc(F)cc1)C(=O)OC[C@@H]1CCCN1C(=O)[C@H](CC=C)CC(=O)N[C@H](CO)Cc1ccccc1	-40.2	1.3	-2.6	-2.4	-1.9	1.7	-8.6	-0.5	5.0	-4.7
Cc1sc2nc(CN3CCC(C)CC3)nc(Cl)c2c1C	·	3.9	-3.1	4.6	-2.3	0.7	-15.3	1.8	-13.7	-5.7
O=C(CCc1ccccc1)NNc1ccc(F)cc1	1.3	-8.5	0.3	8.3	1.6	-1.1	-5.5	4.2	2.8	1.5
C[C@H](CO)N1C[C@H](C)[C@@H](CN(C)C(=O)Nc2ccc(C(F)(F)F)cc2)Oc2ccc(NC(=O)CCC(F)(F)F)cc2C1=O	-12.4	0.7	-1.2	-2.4	-0.1	3.6	-7.0	-2.0	11.0	-9.0
C=CCOc1c(Cl)cc(C2NC(=O)NC(C)=C2C(=O)OC)cc1Cl (centres undefined)	-14.2	0.0	-1.1	7.9	4.7	-0.6	-6.1	0.2	-4.8	-2.2
COc1ccc(-c2nnc(SCC(=O)NCCc3ccccc3)o2)cc1	2.7	-1.0	1.4	8.4	-3.6	-0.7	-2.5	1.4	-2.7	1.0
Nc1c(Cl)ncnc1NCc1ccccc1	2.1	-8.0	-2.8	-5.4	1.1	-2.2	-7.9	7.2	-2.4	-0.9
CCOC(=O)c1c(NC(=O)c2ccoc2C)sc(C(=O)N(C)C)c1C	-17.6	1.2	1.2	1.8	-0.7	4.8	5.7	3.7	8.3	0.1

Structures listed so far that contain a furan ring, fused or not, in the order listed:
SMILES	HTRA1 inhibitor	LEDGF integ inh	PG9 Ab binder	DDE Tn7 FP inh	UHRF1 binding	SIAE primary	TDP2 inh	PRMT1 inh	TCR CD3 inh	ABHD4 inh
Cc1cccc(CS(=O)(=O)Cc2ccc(C(=O)NCc3cccnc3)o2)c1	7.4	0.0	-1.1	-2.7	-0.6	0.2	0.7	-0.1	-5.1	2.7
O=C(NCCSc1ncc(-c2ccc(F)cc2)[nH]1)c1ccco1	-1.8	-1.2	-0.7	3.4	-1.4	0.5	15.0	1.3	7.5	-1.2
CCOC(=O)c1c(NC(=O)c2ccoc2C)sc(C(=O)N(C)C)c1C	-17.6	1.2	1.2	1.8	-0.7	4.8	5.7	3.7	8.3	0.1

The listing continues.
SMILES	HTRA1 inhibitor	LEDGF integ inh	PG9 Ab binder	DDE Tn7 FP inh	UHRF1 binding	SIAE primary	TDP2 inh	PRMT1 inh	TCR CD3 inh	ABHD4 inh
Cc1ccc(S(=O)(=O)N2CCC(C(=O)NCCC3=CCCCC3)CC2)cc1C	-14.7	4.5	0.3	0.2	-1.8	9.1	33.1*	-6.2	5.8	-1.4
OCCNc1nc(-c2ccccc2)nc2c1oc1ccccc12	-10.7	0.7	-2.4	-7.7	-2.0	-7.8	16.2	-1.8	3.1	-7.4
O=C1NC[C@@H](CCCCN2CCN(CCc3ccc(O)cc3)C(=O)C2=O)N(CC2CCCCC2)C1=O	·	-4.0	0.5	3.0	1.5	9.1	4.3	2.3	5.2	-4.6
CSc1ccccc1C(=O)Nc1cccc(N(C)S(C)(=O)=O)c1	-0.7	-0.8	1.6	-4.4	5.1	-8.0	-3.0	0.3	-7.0	-3.7
CN(c1ccccc1)S(=O)(=O)c1cccc(NC(=O)c2cccc(C#N)c2)c1	-81.5	-3.2	1.0	8.0	-2.5	-16.9	0.0	1.7	-0.1	-7.7
CCCN(C(=O)COC(=O)c1cc(CC)c(C)s1)c1c(N)n(Cc2ccccc2)c(=O)[nH]c1=O	-1.9	5.4	-3.3	-2.4	-4.2	1.6	-3.1	1.9	6.6	-0.2
O=C(NCc1cccs1)c1ccc(CS(=O)Cc2ccccc2Cl)o1 (centres undefined)	-0.4	-1.5	-1.2	-2.6	-1.5	4.1	9.7	-1.5	-1.2	11.3
CCCn1ncc(CN2CCC(n3nccc3NC(=O)CCc3ccccc3)CC2)c1C	-6.1	0.9	0.2	-2.3	1.9	3.7	0.0	-2.5	2.8	4.9
COc1cc(/C=N/n2c(-c3cc(C)[nH]n3)n[nH]c2=S)cc(OC)c1O	-4.2	-1.0	-1.5	-0.7	0.5	5.0	6.4	-1.6	14.2	2.7
CC1(c2ccccc2)NC(=O)N(CC(=O)N2CCN(S(=O)(=O)c3c(F)cccc3F)CC2)C1=O (centres undefined)	-4.3	0.3	1.4	7.6	0.8	6.2	5.7	-1.4	-5.2	3.9
O=C(Nc1ccc2nsnc2c1)C1CC1	3.1	-1.0	0.0	-2.0	-0.8	0.4	-5.7	2.9	-3.9	2.4

Assay outcomes as filed in PubChem.
